TEAD-YAP block – TEAD-YAP interaction inhibition. HEK-TIYL cells, TEAD-Gal4/YAP UAS-luciferase luminescence. inhibition, % at 9.12 µM. 1.4% of 640,000 active; in the data active means inhibition above about 32%;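 further: 0% = median of test compound wells and 100% = reference inhibitor wells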
MITF inh – inhibitors of human MITF | O75030 | AlphaScreen MITF homodimerization, bead proximity signal | inhibition, % at 2.6 µM | 0.91% of 650,000 active; in the data active means inhibition above about 50%;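 further: 0% = vehicle wells with protein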
GPR151 ag – activates the human receptor GPR151. Q8TDV0. PathHunter beta-arrestin GPR151 cells, luminescence. activation, % at 11.2 µM. 1% of 650,000 active. AID 1508602; in the data active means activation above about 4.9%;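 further: 0% = median of compound wells and 100% = cells with positive control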
Target sequence (Q8TDV0 whole entry, looked up): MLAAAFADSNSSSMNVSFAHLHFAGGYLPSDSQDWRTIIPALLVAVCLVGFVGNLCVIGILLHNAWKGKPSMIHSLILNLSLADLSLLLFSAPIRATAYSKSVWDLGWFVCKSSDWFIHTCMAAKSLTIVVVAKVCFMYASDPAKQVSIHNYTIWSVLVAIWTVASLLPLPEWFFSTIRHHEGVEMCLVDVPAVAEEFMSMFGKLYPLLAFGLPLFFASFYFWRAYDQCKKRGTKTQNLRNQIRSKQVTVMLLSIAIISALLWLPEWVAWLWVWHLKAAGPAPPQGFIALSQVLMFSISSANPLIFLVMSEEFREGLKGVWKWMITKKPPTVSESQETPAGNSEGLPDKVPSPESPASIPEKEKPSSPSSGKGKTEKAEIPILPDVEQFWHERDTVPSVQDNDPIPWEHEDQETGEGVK
FBW7 activator – human FBW7 E3 ligase activation, primary screen; Q969H0; AlphaScreen FBW7–phospho-cyclin E peptide binding, activator screen; normalized activity (activation), % at 26.1 µM; 0.13% of 650,000 active; AID 1259310; in the data active means normalized activity above about 1.9%;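 further: purified mutant Fbw7 with reduced substrate affinity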
Target sequence (Q969H0 whole entry, looked up): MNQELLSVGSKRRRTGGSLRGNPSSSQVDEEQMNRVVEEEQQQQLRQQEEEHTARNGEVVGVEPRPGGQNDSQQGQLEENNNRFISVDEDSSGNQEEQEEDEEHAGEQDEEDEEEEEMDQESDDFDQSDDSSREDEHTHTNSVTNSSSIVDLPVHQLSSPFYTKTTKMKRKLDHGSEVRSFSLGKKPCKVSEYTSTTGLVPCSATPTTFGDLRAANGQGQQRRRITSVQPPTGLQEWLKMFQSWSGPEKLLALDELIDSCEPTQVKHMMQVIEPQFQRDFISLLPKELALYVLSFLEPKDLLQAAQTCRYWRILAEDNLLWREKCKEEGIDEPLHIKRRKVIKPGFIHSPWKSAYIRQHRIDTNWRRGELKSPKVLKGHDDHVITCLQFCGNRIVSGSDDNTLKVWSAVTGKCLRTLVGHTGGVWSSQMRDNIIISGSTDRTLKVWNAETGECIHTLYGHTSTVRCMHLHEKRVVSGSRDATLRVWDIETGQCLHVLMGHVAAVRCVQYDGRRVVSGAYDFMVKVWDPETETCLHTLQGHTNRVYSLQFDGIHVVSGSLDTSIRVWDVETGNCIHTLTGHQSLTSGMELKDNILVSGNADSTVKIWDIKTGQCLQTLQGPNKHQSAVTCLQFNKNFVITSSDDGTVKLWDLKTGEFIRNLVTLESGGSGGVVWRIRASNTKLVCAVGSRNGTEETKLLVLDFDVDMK
Numbers without * were called inactive.

For CCCCNC(=O)c1c(Cl)nc(Cl)c(Cl)c1C the results were TEAD-YAP block 0, MITF inh -6, GPR151 ag -0.6 and FBW7 activator -0.1.
`CN(C)CCOc1ccccc1[N+](=O)[O-]` gave TEAD-YAP block -1, MITF inh 31, GPR151 ag 0.1 and FBW7 activator 0.1.
`COc1ccc(-n2c(/C=C/c3cn(C)c4ccccc34)nc3ccc(I)cc3c2=O)cc1` gave TEAD-YAP block 2, MITF inh 2, GPR151 ag -0.2 and FBW7 activator 0.1.
For Cc1ccccc1NC(=O)c1[nH]cnc1C(=O)Nc1ccc(Cl)cc1 the results were TEAD-YAP block 8, MITF inh 11, GPR151 ag -1.0 and FBW7 activator -0.1.
For O=C(NCc1nc(-c2ccccc2)no1)c1cccc(F)c1 the results were TEAD-YAP block 5, MITF inh 2, GPR151 ag -0.3 and FBW7 activator -0.2.
O=C(O)c1ccccc1C(=O)Nc1nnc(SCC(=O)N2CCc3ccccc32)s1 was read as TEAD-YAP block 14, MITF inh 17, GPR151 ag -1.0 and FBW7 activator 0.5.
Screening CC(C)Oc1ccccc1C1CC(=O)Nc2c1c(=O)n(C)c(=O)n2C (stereo not given) returned TEAD-YAP block -7, MITF inh 9, GPR151 ag 1.3 and FBW7 activator 0.4.
Screening COc1cccc(/C=N/NC(=O)c2nnn(-c3nonc3N)c2CN(C)C)c1OC returned TEAD-YAP block -5, MITF inh 8, GPR151 ag 2.0 and FBW7 activator -0.1.
Screening CN(C)c1ccc(/C=C(/NC(=O)c2ccccc2Br)C(=O)Nc2cccc(F)c2)cc1 returned TEAD-YAP block -2, MITF inh 0, GPR151 ag -1.5 and FBW7 activator 0.8.
Screening CCOC(=O)c1c(NC(=O)CSc2nnc(CNC(=O)c3cccs3)n2-c2cccc(C)c2)sc2c1CCCCC2 returned TEAD-YAP block 5, MITF inh -1, GPR151 ag 0.3 and FBW7 activator 0.1.
`Cc1ccc2nc(-c3ccc(C)c(NC(=O)c4ccc(Br)cc4)c3)oc2c1` gave TEAD-YAP block -78, MITF inh 7, GPR151 ag 1.9 and FBW7 activator 0.0.
For CC(NC(=O)c1ccc(OC2CCN(C(=O)c3cccnc3)CC2)cc1)C1CC1 (stereo not given) the results were TEAD-YAP block 4, MITF inh 4, GPR151 ag 3.9 and FBW7 activator -0.1.
Screening CCCNc1ccnc2c(-c3ccc(N4CCOCC4)cc3)cnn12 returned TEAD-YAP block -48, MITF inh 6, GPR151 ag 0.8 and FBW7 activator 0.5.
For COc1ccc(C2CC(C(F)(F)F)n3nc(C(=O)NCc4ccc5c(c4)OCO5)cc3N2)cc1OC (stereo not given) the results were TEAD-YAP block 2, MITF inh 1, GPR151 ag 3.0 and FBW7 activator 0.1.
CCN1CCCCC1C(=O)N1CCC(CO)(Cc2ccccc2Cl)CC1 (stereo not given) was read as TEAD-YAP block 2, MITF inh 1, GPR151 ag -2.2 and FBW7 activator 0.1.
`CCOC(=O)c1c(NC(=O)CC2SC(=NC)N(C)C2=O)sc2c1CCC(C)C2` (stereo not given) gave TEAD-YAP block 6, MITF inh 15, GPR151 ag 0.0 and FBW7 activator 0.2.
CCN(CC)CCCNC(=O)c1sc2ncn(CC)c(=O)c2c1C was read as TEAD-YAP block 7, MITF inh 10, GPR151 ag 1.7 and FBW7 activator 0.9.
`O=C(COC(=O)c1ccc2c(c1)OCCO2)Nc1ccc(F)c([N+](=O)[O-])c1` gave TEAD-YAP block -7, MITF inh -3, GPR151 ag -1.0 and FBW7 activator -0.1.
CC(=O)c1sc(NC2CCCCC2)nc1C was read as TEAD-YAP block 3, MITF inh 8, GPR151 ag -1.7 and FBW7 activator -0.1.
CN(Cc1ccccc1)c1nc2c([nH]1)c(=O)n(C)c(=O)n2C was read as TEAD-YAP block 9, MITF inh 4, GPR151 ag -1.0 and FBW7 activator 0.1.
For Clc1ccc(-c2nnn3c2nc(NCC2CCCO2)c2ccccc23)cc1 (stereo not given) the results were TEAD-YAP block -15, MITF inh -13, GPR151 ag 0.7 and FBW7 activator 0.4.
Screening COc1cccc(CNc2nc3ccc(Cl)cc3n3cnnc23)c1 returned TEAD-YAP block -3, MITF inh 8, GPR151 ag -0.1 and FBW7 activator 0.3.
`C=CCN(CC(=O)NC1CCS(=O)(=O)C1)S(=O)(=O)c1ccccc1C(F)(F)F` (stereo not given) gave TEAD-YAP block 0, MITF inh -9, GPR151 ag 1.9 and FBW7 activator 0.0.
NS(=O)(=O)c1ccc(CCNC(=O)C(=O)Nc2ccccc2Cl)cc1 was read as TEAD-YAP block -2, MITF inh 22, GPR151 ag 0.0 and FBW7 activator 1.1.
Screening CCN(CC)c1nc(NCc2ccccc2)nc(NCc2cccnc2)n1 returned TEAD-YAP block -4, MITF inh 5, GPR151 ag 2.6 and FBW7 activator 0.0.
Screening O=C(CSc1nc2[nH]ncc2c(=O)n1-c1cccc2ccccc12)NCc1cccs1 returned TEAD-YAP block -3, MITF inh -2, GPR151 ag -0.1 and FBW7 activator 0.1.
C=CCc1cc(/C=C2\SC(=O)N(C)C2=O)cc(OCC)c1OCC(=O)O was read as TEAD-YAP block -10, MITF inh 17, GPR151 ag 2.5 and FBW7 activator 0.0.
Cc1nc(C(C)N(C)Cc2c(C(=O)N3CCCN(C)CC3)nc3sccn23)c(C)s1 (stereo not given) was read as TEAD-YAP block 7, MITF inh 9, GPR151 ag -0.2 and FBW7 activator 0.1.
O=C(NC1CC1)C1CCN(C2CCN(C(=O)c3ccc4cccc(F)c4n3)CC2)CC1 was read as TEAD-YAP block 8, MITF inh 12, GPR151 ag -0.9 and FBW7 activator -0.2.
CCOC(=O)/C(C#N)=C/c1c(Oc2ccc(C(C)(C)C)cc2)nc2ccccn2c1=O was read as TEAD-YAP block 5, MITF inh 17, GPR151 ag 0.2 and FBW7 activator 0.9.
For CCc1cc(=O)n(CC(=O)Nc2cccc(C)c2)c(-n2nc(C)cc2C)n1 the results were TEAD-YAP block 0, MITF inh 21, GPR151 ag -0.5 and FBW7 activator 0.1.
For COC(=O)CCSc1nc2ccccc2nc1NS(=O)(=O)c1ccccc1 the results were TEAD-YAP block -3, MITF inh 19, GPR151 ag -0.6 and FBW7 activator 0.6.
For CCOC(=O)C1=C(C)NC2=C(C(=O)CC(C)(C)C2)C1c1coc2ccccc2c1=O (stereo not given) the results were TEAD-YAP block 6, MITF inh -7, GPR151 ag 0.0 and FBW7 activator -0.3.
For Cc1ccc(/C=C/C(=O)OCC(=O)NCCN2C(=O)CSC2=O)o1 the results were TEAD-YAP block 0, MITF inh -1, GPR151 ag 0.8 and FBW7 activator -0.2.
For Cc1ccc(C)c(Nc2ccc(C(=O)NCc3ccccc3)cn2)c1 the results were TEAD-YAP block 0, MITF inh -10, GPR151 ag 0.1 and FBW7 activator -0.1.
Screening COC(=C(C#N)C#N)c1c(-c2ccccc2)noc1C returned TEAD-YAP block 5, MITF inh -7, GPR151 ag -0.6 and FBW7 activator 0.0.
`O=C(/C=C/c1ccco1)OCc1nc2ccccc2s1` gave TEAD-YAP block -33, MITF inh -1, GPR151 ag -0.1 and FBW7 activator 0.1.
Cc1ccc(C(=O)NNC2=C(C(=O)C(F)(F)F)CCC2)cc1 was read as TEAD-YAP block -25, MITF inh 1, GPR151 ag -1.4 and FBW7 activator 0.0.
O=C1CCC(C(=O)Nc2ccccc2)N1 (stereo not given) was read as TEAD-YAP block 3, MITF inh -1, GPR151 ag 0.3 and FBW7 activator -0.1.
For Cc1c(Cl)cccc1NC(=S)NN1CCOCC1 the results were TEAD-YAP block 1, MITF inh -9, GPR151 ag -0.2 and FBW7 activator 0.2.

Part of the list above in order of molecular weight, largest number first.
`COc1ccc(-n2c(/C=C/c3cn(C)c4ccccc34)nc3ccc(I)cc3c2=O)cc1` gave TEAD-YAP block 2, MITF inh 2, GPR151 ag -0.2 and FBW7 activator 0.1.
For COc1ccc(C2CC(C(F)(F)F)n3nc(C(=O)NCc4ccc5c(c4)OCO5)cc3N2)cc1OC (stereo not given) the results were TEAD-YAP block 2, MITF inh 1, GPR151 ag 3.0 and FBW7 activator 0.1.
`CCOC(=O)c1c(NC(=O)CC2SC(=NC)N(C)C2=O)sc2c1CCC(C)C2` (stereo not given) gave TEAD-YAP block 6, MITF inh 15, GPR151 ag 0.0 and FBW7 activator 0.2.
For CC(NC(=O)c1ccc(OC2CCN(C(=O)c3cccnc3)CC2)cc1)C1CC1 (stereo not given) the results were TEAD-YAP block 4, MITF inh 4, GPR151 ag 3.9 and FBW7 activator -0.1.
CCN1CCCCC1C(=O)N1CCC(CO)(Cc2ccccc2Cl)CC1 (stereo not given) was read as TEAD-YAP block 2, MITF inh 1, GPR151 ag -2.2 and FBW7 activator 0.1.
For CCc1cc(=O)n(CC(=O)Nc2cccc(C)c2)c(-n2nc(C)cc2C)n1 the results were TEAD-YAP block 0, MITF inh 21, GPR151 ag -0.5 and FBW7 activator 0.1.
Screening CCN(CC)c1nc(NCc2ccccc2)nc(NCc2cccnc2)n1 returned TEAD-YAP block -4, MITF inh 5, GPR151 ag 2.6 and FBW7 activator 0.0.
For Cc1ccc(/C=C/C(=O)OCC(=O)NCCN2C(=O)CSC2=O)o1 the results were TEAD-YAP block 0, MITF inh -1, GPR151 ag 0.8 and FBW7 activator -0.2.
For Cc1ccc(C)c(Nc2ccc(C(=O)NCc3ccccc3)cn2)c1 the results were TEAD-YAP block 0, MITF inh -10, GPR151 ag 0.1 and FBW7 activator -0.1.
Cc1ccc(C(=O)NNC2=C(C(=O)C(F)(F)F)CCC2)cc1 was read as TEAD-YAP block -25, MITF inh 1, GPR151 ag -1.4 and FBW7 activator 0.0.
For Cc1c(Cl)cccc1NC(=S)NN1CCOCC1 the results were TEAD-YAP block 1, MITF inh -9, GPR151 ag -0.2 and FBW7 activator 0.2.
O=C1CCC(C(=O)Nc2ccccc2)N1 (stereo not given) was read as TEAD-YAP block 3, MITF inh -1, GPR151 ag 0.3 and FBW7 activator -0.1.

(further entries)
COc1cc(NC(=O)c2cccc(-c3csc4ccccc34)n2)cc(OC)c1OC was read as TEAD-YAP block -6, MITF inh 1, GPR151 ag -0.4 and FBW7 activator -0.1.
CCN(C(=O)CSc1nc2ccsc2c(=O)n1Cc1ccc(C)cc1)c1cccc(C)c1 was read as TEAD-YAP block 15, MITF inh -6, GPR151 ag 0.4 and FBW7 activator -0.2.
Screening COc1ccc(-c2nc3c(NCCc4ccc(O)cc4)ncnc3n2C(C)C)cn1 returned TEAD-YAP block 1, MITF inh -1, GPR151 ag -1.4 and FBW7 activator 0.0.
For CCOC(=O)c1c(CC(C)C)csc1NC(=O)COC(=O)c1ccc(O)cc1 the results were TEAD-YAP block -11, MITF inh 8, GPR151 ag 2.0 and FBW7 activator -0.1.
For S=C(NC1CCCC1)N1CCN(c2ncccn2)CC1 the results were TEAD-YAP block 9, MITF inh 0, GPR151 ag 2.0 and FBW7 activator -0.2.
Screening Clc1ccc(C2CC(c3ccc(Cl)cc3)n3nnnc3N2)cc1 (stereo not given) returned TEAD-YAP block 0, MITF inh -16, GPR151 ag -0.4 and FBW7 activator 0.0.
COc1cccc(Nc2nc3ccc(F)cc3s2)c1 was read as TEAD-YAP block -80, MITF inh 18, GPR151 ag 1.1 and FBW7 activator 0.3.
`O=C(NC1CCN(S(=O)(=O)c2ccccc2F)CC1)c1ccco1` gave TEAD-YAP block 6, MITF inh -10, GPR151 ag 0.0 and FBW7 activator 0.0.
For COc1ccc(N2CCN(C(=O)c3ccc4c(c3)NC(=O)C(CSCc3ccccc3Cl)N4)CC2)cc1 (stereo not given) the results were TEAD-YAP block -5, MITF inh -4, GPR151 ag 2.1 and FBW7 activator 0.1.
Screening Cc1cccc(-n2nc([N+](=O)[O-])c(=NCCCO)n2O)c1 returned TEAD-YAP block 1, MITF inh 1, GPR151 ag 3.6 and FBW7 activator 0.0.
`COCCNC(=S)NCCCNc1nc2cc3c(cc2cc1C#N)OCO3` gave TEAD-YAP block 7, MITF inh -8, GPR151 ag 3.4 and FBW7 activator -0.2.
Cc1ccccc1N(CC(=O)NC1CCCCC1)C(=O)CCCC(=O)Nc1ccccn1 was read as TEAD-YAP block -4, MITF inh 3, GPR151 ag 1.2 and FBW7 activator -0.1.
Screening O=C(CN(c1ccccc1)S(=O)(=O)c1ccc(F)cc1)NCc1ccccn1 returned TEAD-YAP block -8, MITF inh -1, GPR151 ag 0.3 and FBW7 activator -0.1.
Screening CCOc1ccccc1NC(=O)Cn1cnc2sc(C)c(C)c2c1=O returned TEAD-YAP block -2, MITF inh 12, GPR151 ag 0.0 and FBW7 activator 0.1.
For Cn1c(O)c(/C=N/NC(=O)c2cc3ccccc3cc2O)c2ccccc21 the results were TEAD-YAP block -31, MITF inh -4, GPR151 ag -1.8 and FBW7 activator -0.1.
`O=C(Nc1cccc(O)c1)c1cc(S(=O)(=O)N2CCOCC2)c(Cl)cc1Cl` gave TEAD-YAP block 4, MITF inh 2, GPR151 ag 0.8 and FBW7 activator 0.1.
Screening COc1ccc(Nc2nc(C)cc(C)n2)c(OC)c1 returned TEAD-YAP block 3, MITF inh 12, GPR151 ag -0.2 and FBW7 activator 0.4.
For COc1ccccc1N(C(=O)c1ccco1)C(C(=O)NC1CCCC1)c1cccnc1 (stereo not given) the results were TEAD-YAP block 2, MITF inh 0, GPR151 ag -1.0 and FBW7 activator -0.1.
For CC(=O)Nc1ccc(C(=O)OCC(=O)Nc2ccc(F)c(Cl)c2)cc1 the results were TEAD-YAP block 3, MITF inh 7, GPR151 ag 3.5 and FBW7 activator 0.1.
Screening CCCCC1CN(C(=O)/C=C2\SC(=O)NC2=O)Cc2ccccc2O1 (stereo not given) returned TEAD-YAP block -8, MITF inh 1, GPR151 ag 1.0 and FBW7 activator -0.1.
Cc1ccc(NC(=O)Nc2ccc(Cl)cc2)cc1F was read as TEAD-YAP block -44, MITF inh -2, GPR151 ag -0.2 and FBW7 activator -0.1.

High-throughput results as filed in PubChem BioAssay.
